# Screening results as filed in PubChem BioAssay.
# Bcl-B TR3 displacers – displacers of TR3 peptide from Bcl-B, primary screen, selectivity assay for Bfl-1 inhibitor project, biochemical, fluorescence polarization; FP displacement of FITC-TR3 peptide from Bcl-B; higher % means a stronger effect; Bcl-2-like protein 10 (Homo sapiens); displacement, % at 20 µM; hits with a dose series show IC50 in µM; 96,000 tested, 0.11% active;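 active = displacement above 50% at 20 µM plus a fluorescence interference ratio under 1.5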;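 also: plate controls were wells without compound for no effect and wells lacking Bcl-B protein for full effect; a part of the inactive calls stands beside numbers as strong as those of hits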
# MRP resist rev – reversal of MRP1-mediated doxorubicin resistance, primary screen, H69AR cells, doxorubicin co-treatment. AID 602, 2007. differential viability (reversal), % at 10 µM. H69AR cells + 2 uM doxorubicin, CellTiter-Glo, 72 h. 85,000 tested, 0.04% active;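 active = viability drop by adding the cancer drug above about 55%, with treated viability meeting a 40% cutoff, limit read from the data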;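 also: viability without doxorubicin minus viability with 2 µM doxorubicin for each compound; larger differential means the compound sensitizes cells more to doxorubicin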
# PLAP inhibitors HTS – PLAP enzyme inhibitors, biochemical, luminescence, HTS (AID 690). purified PLAP, luminescent substrate; higher % means a stronger effect. inhibition, % at 20 µM; hits with a dose series show IC50 in µM. 96,000 tested, 0.08% active. Alkaline phosphatase, placental type (Homo sapiens); in the data active = a potency from the dose series; inactive = the rest, 99 in 100 with inhibition below about 30%; also: strong numbers were not always called active
# IL1B NFkB pot – enhancers of NFkB p65 translocation in HUVEC – imaging, IL-1B stimulus, high-content imaging, primary screen. HUVEC IL-1B NFkB p65 nuclear translocation imaging. activation, % at 2 µM. 94,000 tested, 0.3% active;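 active = activation above 40%, about the mean plus 3 SD, also judged a hit on visual image review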;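 also: percent activation is computed from the nuclear over cytoplasmic p65 intensity ratio; values of inactives mirror those of a sister screen read the other way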
# NFkB transloc inh – inhibitors of IL-1B driven NFkB p65 nuclear import, primary screen, imaging, HUVEC, IL-1B stimulus, high-content imaging. HUVEC IL-1B NFkB p65 nuclear translocation imaging. inhibition, % at 2 µM. 94,000 tested, 0.43% active. AID 796, 2007;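 active = inhibition above about 30% together with a positive call from visual inspection of the well image, limit read from the data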;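 also: nuclear over cytoplasmic p65 intensity ratio measured by imaging; 0% = IL-1B stimulated DMSO wells and 100% = unstimulated DMSO wells; values of inactives mirror those of a sister screen read the other way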
# MRP resist rev cytotoxicity – also measured in MRP resist rev; calls as there; viability, %; H69AR cells, CellTiter-Glo, 72 h; measured here: cytotoxicity without doxorubicin
# MRP resist rev with doxorubicin – recorded beside MRP resist rev, whose call it bears; viability, %; measured here: viability with 2 uM doxorubicin; hits give low values
# NFkB transloc inh cell count 2 µM – recorded beside NFkB transloc inh, whose call it bears; cell count; measured here: cells passing quality filter;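 raw number of nuclei counted in each imaged well without normalization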
# IL1B NFkB pot cell count 2 µM – also measured in IL1B NFkB pot; calls as there; cell count; measured here: cells passing quality filter
# Active calls of the source: *; · = not tested or not shown.
molecule	MRP resist rev with doxorubicin	Bcl-B TR3 displacers	PLAP inhibitors HTS	MRP resist rev	IL1B NFkB pot	MRP resist rev cytotoxicity	IL1B NFkB pot cell count 2 µM	NFkB transloc inh	NFkB transloc inh cell count 2 µM
CCOC(=O)c1c(C)[nH]c(N=Nc2ccccc2)c1C	68	-7%	-19%	15	-10	82	181	10	181
COc1ccccc1NC(=O)c1ccc(-c2ccccc2F)o1	58	-3%	4%	-5	-12	53	125	12	125
CC(/C=C/c1ccc(C)o1)=C\C(=O)O	93	15%	-11%	10	5	102	160	-5	160
Nn1c(SCC(=O)Nc2ccc(S(=O)(=O)N3CCCC3)cc2)nnc1C(F)(F)F	81	-11%	22%	10	-4	92	138	4	138
COc1ccc(CNC(=O)COC(=O)c2n[nH]c3ccccc23)cc1OC	89	·	·	-2	17	87	162	-17	162
Cn1c(=O)[nH]c2cc3ccccc3cc21	95	·	·	11	-8	106	141	8	141
CC1(C)NC(=O)N(CC(O)CN2C(=O)CCC2=O)C1=O (stereo not drawn)	110	-7%	-5%	-9	1	100	143	-1	143
NC(=O)C(c1ccccc1)c1ncc(C(F)(F)F)cc1Cl (stereo not drawn)	·	-1%	1%	·	-1	·	129	1	129
Cc1ccccc1-c1nc(CN2CCC(C(=O)NCCCN3CC(C)CC(C)C3)CC2)c(C)o1 (stereo not drawn)	59	3%	-103%	6	-1	64	186	1	186
O=C(CN1C(=O)NC(Cc2ccccc2)(Cc2ccccc2)C1=O)NCC1CCCCC1	·	-3%	-59%	·	0	·	116	0	116
COC(=O)c1ccc2ccn(CC(=O)NC(C)C)c2c1	103	-8%	22%	24	-6	127	175	6	175
COCCNC(=O)Nc1ccc2nc(C)sc2c1	95	·	·	-5	8	90	55	-8	55
CC/C(=N\OC(=O)c1ccc(OC(C)C)cc1)c1ccc(C)cc1	·	-8%	-2%	·	15	·	168	-15	168
C=CCn1c(SCc2c(Cl)cccc2Cl)nnc1-c1cccnc1	84	1%	14%	9	-12	93	108	12	108
C/C(=N\OC(=O)c1ccc(F)cc1)c1sc(-c2ccccc2)nc1C	·	0%	-2%	·	-4	·	134	4	134
Cc1cccc(-c2nnc3sc(-c4ccccc4C)nn23)c1	54	-6%	-57%	6	·	60	·	·	·
O=c1ccc2cc(S(=O)(=O)N3CCN(c4ccccc4)CC3)ccc2o1	89	0%	17%	-3	0	86	167	0	167
Cc1ccc(C(=O)COC(=O)CSc2cccc3cccnc23)c(C)c1	·	·	·	·	0	·	197	0	197
O=c1[nH]c2ccc(Cl)cc2c(-c2ccccc2)c1N1CCN(CCO)CC1	13	0%	-46%	34	8	47	169	-8	169
COc1ccc(-c2nc(C#N)c(NCc3ccc(C)cc3)o2)cc1OC	93	-10%	-4%	5	-8	98	143	8	143
Cc1ccc(C)n1-c1sc2c(c1C#N)CCCC2	93	·	·	-2	-15	91	93	15	93
Cc1ccc(-c2nn(-c3ccccc3)cc2C2CC(c3cccs3)=NN2C(=O)CCC(=O)O)cc1 (stereo not drawn)	82	-6%	-37%	22	9	104	141	-9	141
Cn1cccc1Cc1nnc(SCC(=O)Nc2cccc(F)c2)n1-c1ccc(F)cc1	86	4%	-37%	11	·	97	·	·	·
N#Cc1c(NC(=O)CSc2ncn[nH]2)sc2c1CCCC2	94	1%	-93%	-76	-5	18	49	-2	152
CCCC1CC(=O)OC1(C)C(=O)CSc1n[nH]c(-c2ccccc2)n1 (stereo not drawn)	61	2%	-35%	19	-6	81	75	6	75
CCN1CCN(C(=O)c2ccc(COc3ccc(Cl)cc3)o2)CC1	85	1%	-40%	10	-3	95	139	3	139
COc1cc(-c2noc(C3CCCN(S(=O)(=O)c4cccc(Cl)c4)C3)n2)cc(OC)c1OC (stereo not drawn)	49	-12%	-46%	27	-7	76	88	7	88
CC(=O)N1CCN(c2nnnn2-c2ccccc2)CC1	99	5%	20%	7	8	106	58	-8	58
CCOc1ccccc1Nc1nc(-c2sc(NC(=O)c3ccccc3)nc2C)cs1	·	-11%	-10%	·	-5	·	77	6	77
O=C(c1cc2nc(-c3ccco3)cc(C(F)(F)F)n2n1)N1CCN(c2ccccn2)CC1	88	-3%	-50%	-3	2	85	150	-2	150
CC(Sc1nnc(-c2cccs2)n1-c1ccccc1)C(=O)NCc1ccco1 (stereo not drawn)	80	12%	-68%	-21	-7	59	179	7	179
O=C(NCC(=O)N1CCCC1)c1cccs1	·	-5%	14%	·	8	·	156	-8	156
CCC(c1nnnn1Cc1ccc(OC)cc1)N(CCCO)Cc1cc2cc3c(cc2[nH]c1=O)OCO3 (stereo not drawn)	86	8%	-54%	-11	18	75	106	-18	106
O=C(CCn1c(=O)oc2ccccc21)Nc1nc2ccccc2s1	85	-3%	-28%	2	27	87	188	-27	188
O=C(CSc1nnc(Cc2ccccc2)n1-c1ccc(F)cc1)N1CCOCC1	71	-4%	-46%	10	8	81	96	-8	96
Cc1ccc(NC(=O)N(Cc2ccco2)Cc2cc3cc(C)cc(C)c3nc2Cl)cc1	·	8%	-32%	·	6	·	150	-6	150
CCOC(=O)c1ccc(COC(=O)c2ccc(-c3nnc(-c4ccccc4)o3)cc2)o1	31	·	·	19	-2	50	87	2	87
CC(C)C(=O)Nc1c2c(nc3ccccc13)N(C)CC2	·	13%	-11%	·	-7	·	179	7	179
O=S1(=O)C=CC(Nc2ccccc2)C1 (stereo not drawn)	101	-2%	4%	-8	14	94	155	-14	155
CCOC(=O)CSc1n[nH]c(-c2cccnc2)n1	94	-9%	12%	12	15	106	152	-15	152
O=C(C1CC1)N1CCc2cc(Br)cc(S(=O)(=O)NCc3ccco3)c21	79	-12%	9%	0	·	79	·	·	·
CCNC(=O)CSc1nc2ccccc2c(=O)n1-c1cc(OC)ccc1OC	93	-3%	-51%	10	-14	104	149	14	149
Cc1ccc(S(=O)(=O)N2CCN(C(=O)CN3CCOCC3)C2)cc1	101	-5%	3%	-5	16	96	60	-16	60
Cc1ccccc1S(=O)(=O)Cc1ccc(C(=O)N2CCN(c3ncccn3)CC2)o1	78	-5%	-42%	-1	·	77	·	·	·
CCn1c(SCC(=O)N2CCCc3ccccc32)nnc1-c1ccoc1C	79	·	·	15	4	94	117	-4	117
O=C(O)CCNS(=O)(=O)c1ccccc1	109	11%	7%	-5	8	104	160	-8	160
O=C(Cn1nnc(-c2cccc(C(F)(F)F)c2)n1)N1CCOCC1	80	-2%	-1%	15	·	95	·	·	·
O=C(CCCc1nc(-c2ccccc2Cl)no1)NC1CCCCC1	78	-9%	7%	1	18	79	129	-18	129
CCCOc1cccc(C2/C(=C(/O)c3ccc(OC)cc3)C(=O)C(=O)N2CCN(C)C)c1 (stereo not drawn)	81	-10%	-66%	21	5	101	95	-5	95
COc1ccc(N=C2S/C(=C\c3cccs3)C(=O)N2CC(C)C)cc1	·	-6%	11%	·	21	·	155	-21	155
Cc1nc(SCC(=O)c2ccc(F)cc2)n[nH]1	93	-1%	-132%	1	·	93	·	·	·
CC(=O)c1c(OC(=O)c2ccco2)c2ccccc2n1C	66	-4%	-1%	-6	8	60	175	-8	175
Cc1ccn2c(NCc3ccc4c(c3)OCO4)c(-c3ccc(O)cc3)nc2c1	·	-5%	6%	·	21	·	165	-21	165
COc1ccc(Oc2cc(F)nc(N)n2)cc1	·	-7%	18%	·	12	·	151	-12	151
Cc1nnc(SCC(=O)Nc2nsc(-c3ccccc3)n2)s1	97	-2%	-1%	-2	10	95	168	-10	168
COC(=O)C(c1cc(OC)c(O)c(OC)c1)(N1CCNC(C)C1)C(F)(F)F (stereo not drawn)	85	1%	-21%	1	·	86	·	·	·
O=[N+]([O-])c1ccc(Sc2nccn2Cc2ccccc2)c([N+](=O)[O-])c1	·	0%	8%	·	-5	·	196	5	196
COc1ccc(N(CC(=O)O)S(C)(=O)=O)cc1OC	91	3%	1%	4	22	96	110	-22	110
O=C(Nc1ccc(Cl)cc1)c1cc2nc(-c3ccco3)cc(C(F)(F)F)n2n1	·	-6%	0%	·	11	·	92	-11	92
COc1cc(CC(=O)NCc2ccco2)cc(OC)c1OC	·	-1%	15%	·	3	·	137	-3	137

# Remaining list, next part.
molecule	MRP resist rev with doxorubicin	Bcl-B TR3 displacers	PLAP inhibitors HTS	MRP resist rev	IL1B NFkB pot	MRP resist rev cytotoxicity	IL1B NFkB pot cell count 2 µM	NFkB transloc inh	NFkB transloc inh cell count 2 µM
O=c1[nH]cnc2c1N1CCC2CC1	91	-2%	21%	-7	-6	84	93	6	93
Cc1nn(C)c(C)c1NC(=O)c1ccnn1C	98	-6%	6%	2	25	99	135	-24	135
COc1ccc(C2NC(=O)c3n[nH]c(C)c32)c(OC)c1 (stereo not drawn)	99	7%	-65%	0	8	99	71	-8	71
CC(C)(C)C(=O)NC(=S)Nc1ccccc1C(=O)Nc1ccccc1	·	-2%	3%	·	-17	·	112	17	112
CC1CCC2(CC1)NC(=O)N(CC(=O)c1cccn1C)C2=O (stereo not drawn)	73	-5%	-2%	9	-11	82	167	11	167
CC12CCC(C(=O)Nc3nccs3)(OC1=O)C2(C)C (stereo not drawn)	102	2%	-20%	-2	10	101	166	-10	166
COc1ccc(C)cc1NC(=O)C1CCCCC1C(=O)O (stereo not drawn)	79	1%	-14%	-5	·	74	·	·	·
CCn1c(SCC(=O)Nc2cc(C)on2)nnc1-c1ccncc1	90	20%	6%	-3	23	87	165	-23	165
O=C(CN(C(=O)CCC(=O)Nc1ccccn1)c1ccc2c(c1)OCO2)NCc1ccco1	85	12%	-25%	9	-4	95	185	4	185
CC(C)n1c(SC2CCOC2=O)nc2ccccc21 (stereo not drawn)	90	0%	16%	-1	35	88	181	-35	181
Cn1cc(C(=O)N2CCN(C(=O)c3ccco3)CC2)c2c3ccccc3n(C)c2c1=O	·	-1%	-24%	·	6	·	136	-6	136
CCOC(=O)c1c(C2CCN(C(=O)OCC)CC2)nc2ccccn12	82	-3%	-72%	8	23	89	172	-23	172

# The final 2 compounds of the part above open the next one:
molecule	MRP resist rev with doxorubicin	Bcl-B TR3 displacers	PLAP inhibitors HTS	MRP resist rev	IL1B NFkB pot	MRP resist rev cytotoxicity	IL1B NFkB pot cell count 2 µM	NFkB transloc inh	NFkB transloc inh cell count 2 µM
Cn1cc(C(=O)N2CCN(C(=O)c3ccco3)CC2)c2c3ccccc3n(C)c2c1=O	·	-1%	-24%	·	6	·	136	-6	136
CCOC(=O)c1c(C2CCN(C(=O)OCC)CC2)nc2ccccn12	82	-3%	-72%	8	23	89	172	-23	172
CCC(C)Sc1nc(C)nc2c1c(=O)n(C)c(=O)n2C (stereo not drawn)	86	-22%	-13%	-1	·	85	·	·	·
Nn1c(COc2ccccc2)nnc1SC(F)F	·	-5%	-24%	·	18	·	110	-18	110
Cc1ccc2nc(NC3=NCN(Cc4ccc5c(c4)OCO5)CN3)nc(C)c2c1	16	·	·	12	30	28	153	-30	153
O=C(NCC(O)c1ccccc1)c1cccc(S(=O)(=O)N2CCOCC2)c1 (stereo not drawn)	90	-19%	10%	6	-5	96	101	5	101
O=C(C1CCCN(S(=O)(=O)c2cccnc2)C1)N1CCn2c1nc1ccccc12 (stereo not drawn)	82	-2%	-47%	7	-6	89	77	6	77
CC(=O)CCC(=O)NCCc1ccccc1F	87	-1%	3%	5	-3	92	70	3	70
Cc1ccc(NC(=O)c2cccc(Cl)c2)nc1	82	10%	12%	7	-3	89	111	3	111
Cc1nc2sc3c(O)cc(=O)[nH]c3c2c(C)c1C	69	-16%	·	19	·	87	·	·	·
Cc1cc(=O)cc(C)[nH]1	·	-6%	8%	·	-9	·	124	9	124

# A portion of the library, so the mix of outcomes need not match the whole.
